# hIAP block = human IAP inhibition. P09923. purified IAP, CDP-Star luminescence, 30 min. inhibition, % at 10 µM. 330,000 tested, 0.12% active;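 active = inhibition reaching a set limit with compound at 10 µM in the primary screen, cut at about 35% in these data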;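 note: plate controls were DMSO wells with enzyme for no effect and no-enzyme buffer wells for full effect; values of inactives mirror those of a sister screen read the other way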
# beta cell repl = induces beta-cell replication in MIN6 cells | MIN6 cells proliferation, ATPlite luminescence, 48 h; cells starved in 0.2% serum; 100% = growth in 10% serum | proliferation, % at 10 µM | 330,000 tested, 0.29% active | AID 2380;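 active = compounds whose signal lies at least 3.5 SD above the mean of all wells on their plate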;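 note: 0% = DMSO-treated cells in low-serum medium and 100% = 10% serum control; some compounds called inactive have numbers as strong as hits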
# APOBEC3A inh = blocks human APOBEC3A ssDNA deamination | recombinant A3A, FAM/TAMRA ssDNA deamination fluorescence | inhibition, % at 20 µM | 330,000 tested, 0.41% active | AID 493011;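 active = at least 40% inhibition at 20 µM here, with at most 30% in a related deaminase screen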;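 note: plate controls were A3A with DMSO for no effect and wells lacking A3A enzyme for full effect; some results filed as inactive read as strong as hits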
# Target sequence (P31941 whole entry, looked up): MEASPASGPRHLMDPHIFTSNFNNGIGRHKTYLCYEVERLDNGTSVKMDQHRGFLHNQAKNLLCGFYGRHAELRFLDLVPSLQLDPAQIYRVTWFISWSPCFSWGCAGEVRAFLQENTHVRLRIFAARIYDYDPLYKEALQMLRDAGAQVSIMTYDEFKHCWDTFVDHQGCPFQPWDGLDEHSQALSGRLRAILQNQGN
# SENP1 FRET inh = blocks the human SENP1 SUMO protease catalytic domain; AID 624204; 360,000 tested, 0.21% active; recombinant SENP1 catalytic domain, CyPet-SUMO1-YPet FRET cleavage; inhibition, % at 10 µM;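 active = inhibition at least 30% at 10 µM, raw YFP signal under a set limit, fluorescence ratio 0.5 to 1.5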;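 note: 0% = enzyme with DMSO and 100% = no enzyme wells; some results filed as inactive read as strong as hits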
# Target sequence (Q9P0U3 419-644 limits assumed): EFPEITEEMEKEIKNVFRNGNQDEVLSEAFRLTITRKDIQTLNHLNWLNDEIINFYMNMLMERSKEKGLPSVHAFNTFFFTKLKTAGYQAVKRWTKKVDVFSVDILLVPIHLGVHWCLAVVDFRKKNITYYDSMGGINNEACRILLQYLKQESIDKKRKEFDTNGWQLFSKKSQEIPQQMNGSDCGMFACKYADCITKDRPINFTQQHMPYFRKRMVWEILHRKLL
#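 Test system: recombinant human SENP1 catalytic domain, His6-tagged / Medium: pH 8 Tris buffer with EDTA, NaCl, BME, BSA, NP40, catalase / Also added: SUMO1 FRET substrate flanked by Cypet and Ypet, 25 nM / Times: 50 min reaction at room temperature / Signal: FRET, CFP and YFP emission / Control set: no-enzyme low control and enzyme-plus-DMSO high control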
# NLRP3 yeast inh = inhibitors of NALP3 inflammasome in yeast; Yeast reconstituted NLRP3/ASC/caspase-1, beta-gal luminescence, 24 h; inhibition, % at 10 µM; 330,000 tested, 0.39% active; AID 2825;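 active = inhibition of 50% or more; inactive = inhibition below 50%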;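 note: plate controls were induced DMSO wells for no effect and uninduced yeast grown without galactose for full effect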
# mIAP act = mouse IAP activation | muIAP, CDP-Star luminescence, 30 min; hits give high values; 1 = vehicle-only enzyme signal, 0 = enzyme-free wells | activation factor at 10 µM | 330,000 tested, 0.24% active | AID 2805;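 active = activation factor of at least 2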; note: the source names both 10 and 20 µM as test concentration; values of inactives mirror those of a sister screen read the other way
#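 System: Mouse IAP enzyme | Also added: CDP-Star substrate | Dosing: Compounds dispensed in DMSO | Schedule: 30 min enzyme-substrate-compound incubation at room temperature | Technique: Chemiluminescence readout | Control set: DMSO-only wells and no-enzyme negative control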
# hIAP activ = increases human intestinal alkaline phosphatase activity; P09923; purified human IAP, CDP-Star luminescence, 30 min; hits give high values; 1 = vehicle-only enzyme, 0 = enzyme-free background; activation factor at 10 µM; 330,000 tested, 0.16% active; AID 2524;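 active = activation factor of the enzyme at least 2-fold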; note: the source names both 10 and 20 µM as test concentration; values of inactives mirror those of a sister screen read the other way
# mIAP inh = blocks mouse intestinal alkaline phosphatase; purified mouse IAP, CDP-Star luminescence, 30 min; inhibition, % at 10 µM; 330,000 tested, 0.2% active;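 active = inhibition of at least 40% at 10 µM in the primary screen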;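 note: plate controls were DMSO with enzyme for no effect and no enzyme wells for full effect; values of inactives mirror those of a sister screen read the other way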
# APOBEC3G inh = inhibitors of human APOBEC3G DNA deaminase; Q9HC16; recombinant A3G, ssDNA deamination FAM/TAMRA fluorescence; inhibition, % at 20 µM; 330,000 tested, 0.28% active; AID 493012;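 active = inhibition of at least 40% at 20 µM, with no more than 30% in the related APOBEC3A deaminase screen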;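 note: plate controls were DMSO wells with A3G for no effect and wells lacking A3G enzyme for full effect; some compounds called inactive have numbers as strong as hits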
# Target sequence (Q9HC16 whole entry, looked up): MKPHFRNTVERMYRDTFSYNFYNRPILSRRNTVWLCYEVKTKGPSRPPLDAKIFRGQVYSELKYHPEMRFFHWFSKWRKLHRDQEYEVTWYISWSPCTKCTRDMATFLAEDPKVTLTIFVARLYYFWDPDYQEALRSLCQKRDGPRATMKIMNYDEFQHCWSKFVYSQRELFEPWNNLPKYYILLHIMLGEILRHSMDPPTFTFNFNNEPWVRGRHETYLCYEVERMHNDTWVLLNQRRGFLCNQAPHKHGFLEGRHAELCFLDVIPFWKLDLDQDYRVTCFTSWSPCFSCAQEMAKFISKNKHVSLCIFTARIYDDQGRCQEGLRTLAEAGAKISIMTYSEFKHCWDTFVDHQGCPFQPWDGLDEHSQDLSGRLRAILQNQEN
# * hit, by the source's call.
# Sample of the layout (3 entries):
SMILES,hIAP block,beta cell repl,APOBEC3A inh,SENP1 FRET inh,NLRP3 yeast inh,mIAP act,hIAP activ,mIAP inh,APOBEC3G inh
CCn1cc(C(C)NC(=O)Nc2ccccc2C(=O)OC)c(C)n1 (configuration not stated),-17,-2,2,3,17,0.97,1.2,3,0
COc1ccccc1CNC(=O)CN(C)CC(=O)Nc1ccccc1Br,-16,-4,-1,-1,5,1,1.2,-1,-2
Cc1ccc2c(c1)-c1c(ssc1=S)C(C)(C)N2C(=O)CSC1=NCCS1,17,-6,6,3,25,0.69,0.83,31,1

# All compounds of this part, from the start:
SMILES,hIAP block,beta cell repl,APOBEC3A inh,SENP1 FRET inh,NLRP3 yeast inh,mIAP act,hIAP activ,mIAP inh,APOBEC3G inh
CCn1cc(C(C)NC(=O)Nc2ccccc2C(=O)OC)c(C)n1 (configuration not stated),-17,-2,2,3,17,0.97,1.2,3,0
COc1ccccc1CNC(=O)CN(C)CC(=O)Nc1ccccc1Br,-16,-4,-1,-1,5,1,1.2,-1,-2
Cc1ccc2c(c1)-c1c(ssc1=S)C(C)(C)N2C(=O)CSC1=NCCS1,17,-6,6,3,25,0.69,0.83,31,1
COc1ccc(CCC2(C)NC(=O)NC2=O)cc1 (configuration not stated),0,-3,-2,0,-21,0.83,1,17,-4
CC(C)CNC(=O)CN(C1CCCCC1)S(=O)(=O)c1ccccc1,9,9.1*,-2,2,-2,0.98,0.91,2,-3
Cc1ccc[n+](-c2[nH]c(=O)sc2/C=N/N=C(\[O-])c2cccnc2)c1,-2,2,-6,3,4,0.97,1,3,-5
CCCNc1cc(C)oc(=O)c1C(=O)CCC,-3,-3,-4,-1,-9,1.1,1,-6,-3
O=C(NCc1ccccc1Cl)c1cc(=O)[nH]c2ccccc12,6,-2,52*,-11,20,0.98,0.94,2,3
CC(C)c1nnc(NC(=O)CCC(=O)N2CCN(c3ccc(F)cc3)CC2)s1,13,6,-5,1,9,0.99,0.87,1,-6
Cc1ccc(C(=O)N/N=C\c2ccc(Br)o2)o1,-5,-3,0,4,9,0.99,1.1,1,1
COc1ccc(NC(=O)c2cc3nc(-c4ccccc4)cc(C)n3n2)cc1OC,-2,2,0,1,20,0.93,1,8,-4
CCCCC(=O)Nc1nnc(/C=C/c2ccc(OC)cc2)s1,0,0,-1,-2,26,0.96,1,4,-4
c1ccc(C2=NN(c3ccccc3)C(c3ccco3)C2)cc1 (configuration not stated),-14,-4,7,-91,20,1.6,1.1,-59,4
Cc1coc2cc3oc(=O)c4c(c3cc12)CCCC4,8,-1,-5,-69,12,0.93,0.92,7,-7
CC(C)(C)c1ccc(CN2C(=O)CSC2=O)cc1,-4,-2,2,4,4,0.99,1,1,-1
COc1ccc(C(=O)OCC(=O)Nc2c(C)cccc2C)c(OC)c1OC,10,0,-1,0,1,1,0.9,-1,-3
O=C(NCC1CCCO1)c1nn2c(C(F)(F)F)cc(-c3cccs3)nc2c1Br (configuration not stated),9,-1,-3,-25,19,0.87,0.91,13,-9
COC(=O)C1(S(=O)(=O)c2cccc3nsnc23)CC1,-10,1,-2,1,9,0.92,1.1,8,-3
OC(COCC1COc2ccccc2O1)CN1CCN(c2ccccc2F)CC1 (configuration not stated),-17,-2,1,4,22,0.94,1.2,6,-5
CNC(=S)N/N=C1\C(=O)c2cccc3cccc1c23,9,-4,-2,2,18,0.81,0.91,19,0
O=C(COC(=O)c1ccc(S(=O)(=O)NCc2ccco2)cc1)NC1CCCCCC1,-12,-3,7,0,16,1.1,1.1,-5,-5
CC(C)(C)OC(=O)NCc1ccc(CNC(=O)c2nc[nH]c2C(=O)NCc2ccc(CNC(=O)OC(C)(C)C)cc2)cc1,-39,-5,-2,0,27,1,1.4,-2,-10
CC(C)(C)c1ccc(OCc2nc(-c3ccccn3)no2)c(Br)c1,1,-6,-4,-1,20,0.95,0.99,5,-6
CCOC(=O)CC1(c2ccc(OC)c(OC)c2)C(=O)c2ccccc2C1=O,9,1,-5,1,12,0.98,0.91,2,-9
CCOC(=O)C1=C(C)N(c2ccc(OC)cc2)C(=O)/C1=C\c1ccc(O)c(OCC)c1,14,-5,0,-45,-10,0.91,0.86,9,67*
CCCn1c(C)nc2c(c1=O)c1nc3ccccc3nc1n2CCC1=CCCCC1,-18,-6,-1,-30,21,0.98,1.2,2,-2
CNc1nc(N)c([N+](=O)[O-])c(NCC2CCCO2)n1 (configuration not stated),6,1,-2,2,-3,1,0.94,-3,-10
CC(C)NC(=O)CC(=O)N/N=C/c1cccs1,3,2,1,2,6,0.98,0.97,2,-1
COC(=O)C(NC(=O)c1ccccc1)(Nc1nccs1)C(F)(F)F (configuration not stated),-10,-1,0,2,0,1,1.1,0,-2
CCOc1ccc(S(=O)(=O)N2CCN(C(=O)CCOc3ccccc3C)CC2)cc1,15,2,31,1,19,0.96,0.85,4,-2
c1cnc(SCCOc2cccc3ccccc23)nc1,-13,-3,1,2,32,1,1.1,-2,2
O=C(N/N=C/c1coc2ccccc2c1=O)c1cc(O)cc(O)c1,10,5,-3,-1,20,0.8,0.9,20,-7
Cc1cccn2c(=O)c(C=O)c(N3CCN(C)CC3)nc12,-3,-3,-6,0,16,0.94,1,6,-7
Cc1ccc(N(CCC#N)C(=O)COC(=O)C2CCN(S(=O)(=O)c3ccc(C)c(C)c3)CC2)cc1,2,-1,-4,1,19,0.9,0.98,10,-9
CC(C)CC(=O)N/C(N)=N/c1nc2ccccc2o1,-10,0,-4,2,32,1.1,1.1,-6,-7
O=c1cc(-c2ccc(O)cc2)oc2c(O)c(O)c(O)c(O)c12,3,-2,29,-11,6,0.34,0.97,66*,1
CC(OC(=O)C1CCN(c2ccc(C(F)(F)F)cn2)CC1)C(=O)NC1CCCCC1C (configuration not stated),-5,-2,0,1,24,1.1,1,-8,1
Cc1c(NS(=O)(=O)c2cccc(C(=O)N3CCC(C(N)=O)CC3)c2)c(=O)n(-c2ccccc2)n1C,12,-2,-1,0,-3,1,0.88,0,-3
O=C(CSc1nnc2sc3ccccc3n12)NCc1ccc2c(c1)OCO2,-3,-2,0,-1,9,0.95,1,5,3
Cc1cc(Cn2nc(-c3ccccc3)cc2C(=O)NCc2cccc(C(F)(F)F)c2)on1,5,-7,0,2,18,3.3*,0.95,-228,0
O=C1Nc2ccc(Br)cc2C1(O)Cc1ccncc1 (configuration not stated),6,-1,-2,1,7,0.88,0.94,12,-6
COc1ccc(CN(C)C2CCCCC2)c(C)c1C,-18,-3,-3,2,3,1,1.2,-5,-3
COc1ccc(Nc2nccc(N(C)C)c2C#N)cc1,4,0,0,-1,7,0.96,0.96,4,0
Cc1cc(C(=O)Nc2sc3c(c2C#N)CCC3)no1,0,-5,10,-5,34,0.93,1,7,3
O=C(O)c1n[nH]c2ccccc12,10,-2,2,-1,-2,1,0.9,-5,-5
COc1ccc(/C=C(/C#N)C(=O)Nc2ccc(C)cc2C)cc1C(=O)O,4,-3,3,-1,-4,1,0.96,-5,-1
Cc1ccc(Oc2cc([N+](=O)[O-])cc3c2C(=O)Nc2ccccc2O3)cc1,18,0,5,26,16,1,0.82,-1,0
CCc1c(C)nc2cc(-c3ccc(OC)c(OC)c3)nn2c1NCC1CC1,-3,-4,-3,-1,24,1.1,1,-12,-2
COC(=O)c1ccc2c(=O)n(CCCN3CCOCC3)c(=S)[nH]c2c1,-30,-2,-3,0,19,1,1.3,-1,5
CCN(c1cccc(C)c1)S(=O)(=O)c1ccc2c(c1)CCCN2C(C)=O,-31,4,2,1,11,1,1.3,-4,0

# (cont.)
SMILES,hIAP block,beta cell repl,APOBEC3A inh,SENP1 FRET inh,NLRP3 yeast inh,mIAP act,hIAP activ,mIAP inh,APOBEC3G inh
O=[N+]([O-])c1ccc(N2CCOCC2)c(S(=O)(=O)N2CCOCC2)c1,10,2,-4,1,3,0.96,0.9,4,-8
O=C(NCC1CCCO1)C1CCN(S(=O)(=O)c2cccc3cccnc23)CC1 (configuration not stated),-1,-2,-1,1,3,0.98,1,2,-5
CN1C(=O)C(C)(C)c2cc(S(=O)(=O)NCC3CCC(C(=O)NCc4ccccc4)CC3)ccc21 (configuration not stated),6,-2,-1,1,7,0.96,0.94,4,-7
COc1cc(N/C=C(\C(C)=O)c2ccccc2)cc(OC)c1,-1,-1,1,0,24,0.92,1,8,-4
CCOC(=O)C(Sc1nn(C)c(=S)s1)C(C)=O (configuration not stated),17,-1,-6,1,3,1.1,0.83,-6,-10
Cc1nc(SCc2nc3cc(Cl)c(F)cc3[nH]2)c2oc3ccccc3c2n1,4,-6,-3,-32,34,0.88,0.96,12,-6
CC(=O)Nc1ccc(-c2csc(Nc3ccc(Cl)cn3)n2)cc1,-4,-2,0,1,-20,1,1,0,-9
CCCn1nnc(NC(=O)c2cccc(OCC)c2)n1,9,-3,2,1,-4,0.99,0.91,1,0
Cc1cccnc1NC(=O)c1ccc(Cl)c(S(=O)(=O)N2CCCC2)c1,-1,1,-2,-1,15,0.94,1,6,-3
CCOC(=O)Cc1c(C)nc2cc(-c3ccc(C)cc3)[nH]n2c1=O,6,-2,0,0,-10,1.1,0.94,-12,-2
COc1cccc(C2C=C(c3ccc(Br)s3)Nc3ncnn32)c1OC (configuration not stated),9,-2,-3,10,3,1.1,0.91,-9,-4
Cc1ccc(S(=O)(=O)N2CCN(C(=O)/C=C/c3ccco3)CC2)cc1,-2,-1,23,-5,26,0.91,1,9,-2
CCCc1c(C(=O)N/N=C/C(C)=C/c2ccccc2)nnn1-c1nonc1N,1,-1,-2,4,8,0.87,0.99,13,2
O=C1CC(N2CCC(c3nc4ccccc4s3)CC2)C(=O)N1 (configuration not stated),-6,-1,1,-3,-2,1,1.1,0,0
COc1ccc(/C=N/n2c(-c3cc(C)[nH]n3)n[nH]c2=S)cc1,32,3,-6,0,14,0.94,0.68,6,46*
Cc1ccc(C(=O)NC(=S)NCC2CCCO2)cc1 (configuration not stated),7,-3,-6,1,14,1,0.93,-2,0
C[C@@H]1COC(=O)[C@H](Cc2ccc(F)cc2)CC/C=C/C[C@@H](CC(=O)N[C@@H](CO)Cc2ccccc2)C(=O)N1,10,0,0,1,5,0.98,0.9,2,-4
O=c1oc2c3c4c(cc2s1)CCCN4CCC3,6,-2,37,53,-4,0.86,0.94,14,83
O=C(O)c1nc(N2CCCC2)ncc1Cl,2,2,0,1,1,0.95,0.98,5,-5
CSc1cccc(NC(=O)C2CCN(S(=O)(=O)c3ccc(F)cc3)CC2)c1,-40,-1,-2,1,21,3*,1.4,-205,-7
CCOC(=O)N1CCN(C(=O)Cn2ccc3ccccc3c2=O)CC1,3,-1,-1,0,8,1.1,0.97,-7,2
COc1ccc(Br)cc1CNc1ccc(O)cc1,2,0,-3,1,3,0.9,0.98,10,8
O=C(NC1CCCC1)c1cc(Cl)ccc1[N+](=O)[O-],-7,0,-2,0,10,1.1,1.1,-6,-4
CCCCNC(=O)C1CCN(S(=O)(=O)c2c(C)noc2/C=C\c2ccc(OC)cc2)CC1,5,-1,0,-3,24,0.96,0.95,4,3

# Screening results: PubChem BioAssay, Sanford-Burnham Center for Chemical Genomics

# Only part of the results is shown. The share of hits here may be higher or lower than overall.
